Bioassay records from PubChem.
AmpC detergent – qHTS Inhibitors of AmpC Beta-Lactamase (assay with detergent). P00811. AmpC hydrolysis of nitrocefin, absorbance 480 nm, 0.01% Triton. Potency, µM (titrated, usually from 114 µM), inactives show at the top dose activity change, negative = inhibition, hits mostly inhibitors. 370,000 compounds, 0.041% hits. AID 485294, 2010;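 further: potency means the concentration at half of the fitted maximal effect; 0% = no-compound wells and -100% = no-enzyme wells; nearly all actives have a fitted effect of over 25% in size; some results filed as inactive show a strong effect at the top dose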
Target sequence (P00811 whole entry, looked up): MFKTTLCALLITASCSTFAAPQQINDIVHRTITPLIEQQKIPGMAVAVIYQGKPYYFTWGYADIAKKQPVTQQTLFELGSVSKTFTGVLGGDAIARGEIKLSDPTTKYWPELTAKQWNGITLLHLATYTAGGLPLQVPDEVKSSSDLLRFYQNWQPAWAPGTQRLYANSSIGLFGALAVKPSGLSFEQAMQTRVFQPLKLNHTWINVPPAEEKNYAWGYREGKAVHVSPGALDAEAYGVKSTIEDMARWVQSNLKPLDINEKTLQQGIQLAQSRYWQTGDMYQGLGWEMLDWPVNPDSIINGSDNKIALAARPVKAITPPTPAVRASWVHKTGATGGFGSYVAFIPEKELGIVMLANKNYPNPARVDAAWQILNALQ
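AmpC (5.3 nM in the dispensed reagent) in 20 mM phosphate pH 7.0 with 0.01% (detergent screen) or 0.0001% Triton X-100 was preincubated with compounds for 15 min at room temperature. Nitrocefin was then added from an 800 uM solution, and hydrolysis was followed at 480 nm.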
HCMV antiviral – qHTS Assay for inhibitors of the human cytomegalovirus (HCMV). HFF cells, HCMV-luciferase reporter, 72 h; hits give low values. activity change, negative = inhibition, % at 57.5 µM. 410,000 compounds, 4.5% hits. AID 1259415, 2018; in the data active means activity change below about -60%; inconclusive means no clear call, values can overlap the other calls; inactive means above about -39%
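HFF cells seeded 16 h at 37C, treated with compounds, infected with luciferase-reporter HCMV at MOI 1 PFU/cell; luciferase read at 72 h post infection, normalized to buffer-only and Salinomycin controls.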
Sm TGR inh – qHTS Assay for the Inhibitors of Schistosoma Mansoni Peroxiredoxins; AID 485364, 2010; 360,000 compounds, 3% hits; Potency, µM (titrated, usually from 114 µM), inactives show at the top dose activity change, negative = inhibition, actives largely listed as inhibitors; purified TGR, DTNB reduction, TNB absorbance 405 nm; further: potency means the concentration at half of the fitted maximal effect; nearly all actives have a fitted effect of over 60% in size
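First, TGR (20 nM dispensed) and NADPH were mixed with compound. Second, a 15 min room-temperature incubation followed. Third, further NADPH and then DTNB were added to start the reaction. Finally, TNB absorbance was monitored kinetically.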
AmpC no deterg – qHTS Inhibitors of AmpC Beta-Lactamase (assay without detergent); P00811; AmpC nitrocefin hydrolysis, absorbance 480 nm, 0.0001% Triton; Potency, µM (top dose mostly 57.1 µM), for the others: top-dose activity change, negative = inhibition, hits mostly inhibitors; 330,000 compounds, 0.52% hits;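 further: potency means the concentration at half of the fitted maximal effect; plate controls were no compound for no effect and no enzyme for full effect; nearly all actives have a fitted effect of over 20% in size; some results filed as inactive show a strong effect at the top dose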
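AmpC (5.3 nM in the dispensed reagent) in 20 mM phosphate pH 7.0 with 0.01% (detergent screen) or 0.0001% Triton X-100 was preincubated with compounds for 15 min at room temperature. Nitrocefin was then added from an 800 uM solution, and hydrolysis was followed at 480 nm.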
LmPK inhibitor – qHTS Assay for Inhibitors of Leishmania Mexicana Pyruvate Kinase (LmPK) | Q27686 | purified LmPK, Kinase-Glo ATP luminescence, 1 h | Potency, µM (doses to about 57.5 µM), inactives show at the top dose activity change, negative = inhibition, hits mostly inhibitors | 290,000 compounds, 0.37% hits; further: potency means the concentration at half of the fitted maximal effect
Target sequence (Q27686 whole entry, looked up): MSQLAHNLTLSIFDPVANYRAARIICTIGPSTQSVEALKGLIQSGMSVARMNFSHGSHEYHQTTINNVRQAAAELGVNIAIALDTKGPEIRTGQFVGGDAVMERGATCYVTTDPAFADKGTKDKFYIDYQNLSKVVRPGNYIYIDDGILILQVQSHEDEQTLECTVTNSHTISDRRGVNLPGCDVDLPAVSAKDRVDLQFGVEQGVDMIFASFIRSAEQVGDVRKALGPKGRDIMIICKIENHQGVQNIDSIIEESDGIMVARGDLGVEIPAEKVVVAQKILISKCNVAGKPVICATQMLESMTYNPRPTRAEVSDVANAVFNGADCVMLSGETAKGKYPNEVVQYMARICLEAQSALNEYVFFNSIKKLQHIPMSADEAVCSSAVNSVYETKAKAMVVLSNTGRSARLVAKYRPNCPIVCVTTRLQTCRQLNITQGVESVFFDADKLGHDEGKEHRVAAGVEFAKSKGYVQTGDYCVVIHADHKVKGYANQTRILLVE
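In 50 mM imidazole pH 7.2 with 7 mM MgCl2, LmPK (0.1 nM) turned over PEP (0.5 mM) and ADP (0.1 mM) for 1 h at room temperature. Luciferase read-out of ATP.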
AMA1 RON2 block – qHTS for Inhibitors of AMA1-RON; Towards Development of Antimalarial Drug Lead: Primary Screen; Plasmodium falciparum AMA1 (3D7) - RON2 peptide interaction; AlphaScreen AMA1-biotinylated RON2 peptide binding; Potency, µM (titrated, usually from 58.2 µM), for inactives: at the highest dose activity change, negative = inhibition, hits mostly inhibitors; 360,000 compounds, 0.2% hits; AID 720542, 2013;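 further: potency means the concentration at half of the fitted maximal effect; 0% = vehicle wells and -100% = peptide control; nearly all actives have a fitted effect of over 45% in size; some results filed as inactive show a strong effect at the top dose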
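AMA1 (3D7) with his tag at 25 nM final met compounds first, then biotinylated RON2 peptide at 25 nM; detection used donor plus acceptor beads, 10 µg/mL apiece, read by AlphaScreen after 30 min at room temperature.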
TbPYK inhibitor – qHTS of Trypanosoma Brucei Inhibitors. pyruvate kinase (Trypanosoma brucei), Q57TT1. Potency, µM (top dose mostly 76.8 µM), for inactives: top-dose activity, negative = inhibition, usual class: inhibitors. TbPYK enzyme, Kinase-Glo Plus ATP luminescence, 45 min. 410,000 compounds, 0.12% hits; further: potency means the concentration at half of the fitted maximal effect; nearly all actives have a fitted effect of over 50% in size
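In this concentration-response screen, enzyme-free wells defined baseline while DMSO plates tracked drift. Each reaction combined TbPYK, substrate, compound and 130 uM ADP for 45 min at room temperature. Kinase-Glo Plus luminescence gave the signal.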
Active calls of the source: *; ? = inconclusive; · = not tested or not shown; & = joins results of further samples; [ ] = remark or other dose. Unless noted, the call rests on the fitted dose curve; in most records, active means well fitted curve in the direction sought with a large enough effect; inconclusive means small, poorly fitted or top-dose-only effect, or another doubt; inactive means no such curve, though single readings can be large; an effect the other way counts as inactive or inconclusive. Unless noted, on the % scale 0 is the no-effect control and ±100 the full control effect.

Results follow in this order: AmpC detergent | HCMV antiviral | Sm TGR inh | AmpC no deterg | LmPK inhibitor | AMA1 RON2 block | TbPYK inhibitor
O=C(NCC1CCCO1)C1c2ccccc2C(=O)N1C1CCCCCCC1 (stereo not given)
→ 0% | 36 | 0% | -11% | 0% | 3% | -1%
O=C(NCc1ccccc1)Nc1cc(Cl)ccc1Cl
→ 6% | -12 | 7% | -22% | 4% | 1% | -1%
COc1ccc(Oc2c(C)oc3c(CN(C)C)c(O)ccc3c2=O)cc1
→ 2% | -29 | 1% | -20% | -2% | 0% | -3%
CCn1c2ccccc2c2cc(NC(=O)C(=O)N3CCOCC3)ccc21
→ 5% | 48 | 0% | 31% | -2% | -22% | -13%
COc1ccc2c(CN3CCOCC3)cc(=O)oc2c1
→ · | 5 | · | · | · | 12% | -3%
CCc1ccc2c(c1)C(NC(C)=O)C(=O)N2CC (stereo not given)
→ -13% | 22 | -3% | 52% | -4% | 16% | -14%
CCC(Nc1ccc(OC)cc1)C(=O)N/N=C/c1ccc([N+](=O)[O-])cc1 (stereo not given)
→ -12% | ? | 0% | -41% | -1% | 1% | -1%
CCN(c1ccccc1)S(=O)(=O)c1ccc(C(=O)N2CCN(c3ccccc3F)CC2)cc1
→ · | -3 | · | · | · | -1% | -5%
CC(Oc1ccc(Cl)cc1)c1ccnn1S(C)(=O)=O (stereo not given)
→ 2% | 25 | -26% | 14% | -6% | -11% | 0%
Nc1c(C(=O)CSc2n[nH]c(-c3ccccc3Br)n2)c(=O)[nH]c(=O)n1C1CC1
→ -13% | 7 | -1% | -29% | · | -5% | 0%
CCOC(=O)C1=C(C)OC(N)=C(C(=O)OCC)[C@@]12C(=O)N(CC(N)=O)c1ccccc12
→ -12% | -18 | 15% | 44% | -4% | 3% | 1%
Cc1cccc(CC(=O)Nc2ccc(C(=O)N3CCOCC3)cc2)c1
→ ? | -6 | -8% | -8% | -6% | 12% | -5%
O=C(Cc1cc(=O)[nH]c(=O)[nH]1)N1CCN(C(=O)c2ccco2)CC1
→ 9% | 13 | -3% | -12% | 0% | 7% | -5%
OC(CNC1CCCCC1)COCCOc1ccc(Br)cc1 (stereo not given)
→ 3% | -5 | 10% | 42% | -1% | -5% | 3%
COc1ccc(C(C)(C)C)cc1S(=O)(=O)N1CCC(C(N)=O)CC1
→ -3% | -34 | -12% | -5% | 2% | -21% | 7%
CNS(=O)(=O)c1cc(Cl)ccc1Sc1ccccc1C(=O)O
→ -16% | 33 | 19% | -11% | 8% | -14% | 0%
COc1ccc(-c2csc(N3C(=O)CNC3=S)n2)cc1
→ -2% | 3 | -8% | -17% | -1% | 28%[11.6 µM] | 1%
CCN1CCN(c2ccc(NC(=O)c3cccc(N4CCCC4=O)c3)cc2)CC1
→ ? | 35 | -21% | -14% | 1% | -6% | 3%
COc1ccc(NC(=S)N(CCCOC(C)C)C2CCN(C(C)=O)CC2)cc1Cl
→ -7% | -21 | 0% | 144%[activator] | 2% | 14% | -5%
Cc1ccc(S(=O)(=O)C(F)(F)F)cc1NC(=O)c1cccnc1
→ ? | -9 | 3% | -27% | 2% | -5% | -1%
CCC(=O)N1CCc2cc(S(=O)(=O)NCCC(=O)Nc3ccc(OC)cc3)ccc21
→ 2% | -15 | -1% | -9% | -1% | -1% | -2%
Cc1[nH]c2ccccc2c1C(=O)CSc1ccc(Cl)cc1
→ -7% | 12 | -16% | -3%[2.29 µM] | 2% | 3% | -21%
CCOc1cc(S(=O)(=O)N2CCCCC2)ccc1Cl
→ ? | 32 | -5% | -4% | -3% | 13% | 0%
Fc1ccc(Cn2c(SCc3ccc(F)c(F)c3)nnc2C(F)(F)F)cc1
→ 2% | -16 | 1% | 43% | -2% | 44%[activator] | -5%
Nc1cc(Cl)ccc1N1CCCC1
→ ? | -22 | ? | -6%[11.4 µM] | 0% | 0% | 4%
CN(Cc1cnn(C)c1)C(=O)C1CCC(=O)N(C2CCCCCC2)C1 (stereo not given)
→ 5% | 8 | 0% | 5% | -6% | -20% | -10%
CN(C(=O)c1ccc(N2CCOCC2)c([N+](=O)[O-])c1)C1CCCCC1
→ -6% | -25 | -15% | 24% | 6% | 2% | 6%
COc1cc(OC)c(NC(=O)N2CCc3cc(OC)c(OC)cc3C2CC(=O)O)cc1Cl (stereo not given)
→ 18% | -22 | -5% | · | · | · | -7%
CCOC(=O)c1sc(NC(=O)CSCc2c(C)noc2C)nc1C
→ 3% | -26 | -8% | -27% | · | -1% | -1%
C[C@]12CC[C@H](OC(=O)CCC(=O)O)CC1=CCC1C2CC[C@@]2(C)C1CC[C@@H]2OC(=O)CCC(=O)O (stereo not given in full)
→ · | 26 | · | -8% | · | 7% | 2%
CC(C)COC(=O)N(C)C[C@@H]1OCc2cnnn2CCCC(=O)N([C@@H](C)CO)C[C@@H]1C
→ · | -5 | · | · | · | 4% | -2%
CCOC(=O)c1ccc(NC(=O)C2CCCN(c3cnccn3)C2)cc1 (stereo not given)
→ -16%&-1% | 0&-11 | 70%&-12%[activator] | 4% | -1% | -1% | -12%&1%
O=C1CC[C@@H](CN(Cc2ccccn2)Cc2nc(-c3ccc(C(F)(F)F)cc3)no2)N1
→ -1% | -33 | 2% | 203%[activator] | 5% | -7% | 2%
CC(=O)c1ccc(N2CCN(C(=O)COc3ccc4ccccc4c3)CC2)cc1
→ · | -62* | · | · | · | -2% | -9%
CC(=O)Nc1ccc(NC(=O)C/C(C)=N/NC(=O)C(=O)N2CCCC2)cc1
→ -3% | 0 | -5% | -11% | -8% | 78%[activator] | -1%
COc1ccccc1C(=O)NCCCNc1nc2cc(C)cc(C)c2cc1C#N
→ · | -38 | · | · | · | 42%[activator] | 1%
N#Cc1ccsc1NC(=O)c1cnccn1
→ ? | -11 | -6% | -15% | -8% | 54%[activator] | -2%
COc1cc(OC)cc(C(=O)O/N=C(\N)c2ccccn2)c1
→ -1% | -61* | 16% | 1% | -6% | 48%[activator] | 1%
Cc1ccc(C(C)C)c(OCC(=O)N/N=C/c2ccc(S(=O)(=O)O)o2)c1
→ 3% | 5 | 5% | -38% | 9% | 19% | 0%
COC(=O)c1ccc(C)c(NC(=O)c2nn(C)c(=O)c3ccccc23)c1
→ ? | -8 | 10% | 16% | 0% | 16% | -5%

Compound profiles, as listed above:
Results for CCC(=O)N1CCc2cc(S(=O)(=O)NCCC(=O)Nc3ccc(OC)cc3)ccc21 → AmpC detergent = 2%; HCMV antiviral = -15; Sm TGR inh = -1%; AmpC no deterg = -9%; LmPK inhibitor = -1%; AMA1 RON2 block = -1%; TbPYK inhibitor = -2%
Results for COc1cc(OC)cc(C(=O)O/N=C(\N)c2ccccn2)c1 → AmpC detergent = -1%; HCMV antiviral = -61*; Sm TGR inh = 16%; AmpC no deterg = 1%; LmPK inhibitor = -6%; AMA1 RON2 block = 48%[activator]; TbPYK inhibitor = 1%
Results for Nc1cc(Cl)ccc1N1CCCC1 → AmpC detergent = ?; HCMV antiviral = -22; Sm TGR inh = ?; AmpC no deterg = -6%[11.4 µM]; LmPK inhibitor = 0%; AMA1 RON2 block = 0%; TbPYK inhibitor = 4%

New compounds follow.
Results follow in this order: AmpC detergent | HCMV antiviral | Sm TGR inh | AmpC no deterg | LmPK inhibitor | AMA1 RON2 block | TbPYK inhibitor
CC(O)(c1cccc(F)c1)c1nc(-c2cc3ccccc3o2)cs1 (stereo not given)
→ · | ? | · | · | · | 5% | 6%
C#CCNC(=O)C[C@@H]1C[C@@]2(C(=O)OCC)CCCC=C2N(Cc2ccc(Cl)cc2Cl)C1=O
→ · | -1 | · | · | · | -4% | 2%
CCn1c2ccccc2c2nnc(SCC(=O)NC3CCS(=O)(=O)C3)nc21 (stereo not given)
→ -3% | -27 | 5% | 1% | 0% | -6% | -8%
COc1cc(NC(=O)c2nnn(CC(=O)Nc3ccccc3)c2N)cc(OC)c1
→ 17% | ? | 4% | · | · | · | 0%
COC(=O)CCNC(=O)CCc1ccc(S(=O)(=O)N2CCCCCC2)cc1
→ 0% | 31 | 1% | 0% | · | -2% | -1%
Cc1ccc(Nc2nc(-c3c(C)nc4ccccn34)cs2)cc1
→ -14% | -101* | 5% | -34% | 0% | -1% | -10%
CCc1ccc(NC(=O)C2CCN(c3cc(C)nc4c(-c5ccc(Cl)cc5)c(C)nn34)CC2)cc1
→ 2% | -23 | 6% | · | · | · | -6%
C/C(=N\NC(=O)Cn1nc(C)c([N+](=O)[O-])c1C)c1ccc(O)cc1
→ -11% | -26 | -3% | -14% | 4% | -5% | -4%
COC(=O)C1CCN(C(=O)c2ccc(OC3CCN(Cc4ccccn4)CC3)cc2)CC1
→ 7% | 56 | ? | 4% | -5% | 23% | 0%
O=[N+]([O-])c1ccc(CSC2=NCCN2)cc1
→ -14% | -14 | -19% | -16% | 0% | -1% | 2%
N#C/C(=C\c1ccc(O)c(O)c1)C(=O)NCCc1ccccc1
→ ? | ? | -5% | -38% | · | -14% | -4%
C/C(=N/NC(=O)CNC(=O)COc1cccc(C)c1)c1ccco1
→ -4% | 1 | -3% | -12% | 2% | 11% | 14%
CN1CC(C(=O)c2cccc(C(F)(F)F)c2)C(c2ccc(Cl)cc2)C1 (stereo not given)
→ 10% | -72* | -3% | 101%[activator] | -4% | -17% | -5%
O=C(NCc1nnc(SCC(=O)N2CCN(c3ccccc3)CC2)o1)c1c(F)cccc1F
→ 3% | 2 | 7% | 46% | -7% | -12% | 1%
COc1ccccc1N1CCN(S(=O)(=O)c2ccc(-c3cnc(C4CC4)o3)cc2)CC1
→ -2%&16% | 0&-3 | 4%&1% | 108%[activator] | -1% | -7% | 0%&-9%
COC(=O)C1=C(C)C(c2ccc(OC)cc2)NC(=O)N1 (stereo not given)
→ -13% | -19 | -5% | -23% | 0% | 0% | 10%
Cc1ccc(-c2csc(NCCn3c(-c4ccncc4)nc4cc(C(F)(F)F)ccc43)n2)cc1
→ · | 74 | · | -6% | · | 7% | -11%
O=C(CCS(=O)(=O)c1cccc2nsnc12)N1CCN(c2ccccc2F)CC1
→ 5% | -9 | -18% | 22% | -20% | 14% | -1%
